# CHO parental Ca: signal in parental CHO cells, OX1R antagonist counter-screen; parental CHO-K1, ATP-induced calcium, Fluo-8 fluorescence; inhibition, % at 5.6 µM; 330,000 compounds, 0.63% hits; AID 463079;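 active means inhibition above that plate's mean sample inhibition plus 3 SD, cut at about 26% in these data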;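 further: 0% = ATP-challenged DMSO wells and 100% = DMSO wells without ATP; some compounds past the cut are filed as inactive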
#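 Assay system: parental CHO cells; Read-out basis: percent inhibition of ATP-evoked calcium rise, normalized to controls; Benchmarks: ATP and no-ATP DMSO wells; Compound dosing: single nominal dose of 5.6 µM per compound; Signal: Fluo-8 calcium dye fluorescence; Also added: ATP as calcium-mobilizing challenge; Repeats: singlicate.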
# OXTR potentiate: human OXTR potentiation. P30559. CHO-OTR cells, Fluo-8 calcium fluorescence, potentiator mode; 0% = oxytocin EC15, 100% = EC100. activation, % at 3 µM. 320,000 compounds, 0.061% hits. AID 2445;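 active means activation above that plate's cutoff, the mean activation of tested compounds plus 3 SD, cut at about 6.6% in these data, passing the limit was not always enough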;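 further: 100% uses oxytocin at 75 nM as the full agonist control; some results filed as inactive read as strong as hits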
# Target sequence (P30559 whole entry, looked up): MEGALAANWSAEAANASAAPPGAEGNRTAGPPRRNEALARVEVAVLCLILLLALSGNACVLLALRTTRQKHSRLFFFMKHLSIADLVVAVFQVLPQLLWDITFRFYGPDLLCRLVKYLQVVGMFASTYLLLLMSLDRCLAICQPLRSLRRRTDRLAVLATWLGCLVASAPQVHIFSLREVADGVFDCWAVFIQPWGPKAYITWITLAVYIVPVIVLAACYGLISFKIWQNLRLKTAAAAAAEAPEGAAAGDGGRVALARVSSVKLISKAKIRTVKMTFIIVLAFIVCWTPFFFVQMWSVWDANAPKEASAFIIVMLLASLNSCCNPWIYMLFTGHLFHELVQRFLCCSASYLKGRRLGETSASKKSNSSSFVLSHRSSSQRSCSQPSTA
#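 Assay system: CHO cell line stably expressing human OTR | Also added: Oxytocin at about EC15, sub-maximal agonist stimulus | Times: Compound 6 min at room temperature before oxytocin, 100 s read | Measured by: Fluo-8 intracellular calcium fluorescence, ex 470-495, em 515-575 nm | Controls: EC15 oxytocin alone as 0%, 75 nM oxytocin as 100%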
# OXTR ag: human OXTR agonism | activation, % at 3 µM | P30559 | CHO-OTR cells, Fluo-8 calcium fluorescence; normalized: DMSO 0%, oxytocin 100% | 320,000 compounds, 0.32% hits | AID 2435;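 active means activation above the mean of all tested compounds plus 3 SD, cutoff set per screening run, cut at about 20% in these data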;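 further: peak over basal fluorescence ratio from a 100 s FLIPR kinetic read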
# V1aR counter: V1a receptor agonism, counter-screen for OXTR agonists; P37288; CHO-V1R cells, Fluo-8 calcium fluorescence, agonist mode; 0% DMSO, 100% 3 nM vasopressin; activation, % at 3 µM; 320,000 compounds, 0.25% hits;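 active means activation above the mean activation of all tested compounds plus 3 SD, per screening run, cut at about 20% in these data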;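 further: signal is peak over basal fluorescence ratio across a 100 second FLIPR read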
# TAAR1 ag: agonists of human TAAR1; Q96RJ0; CHO RD-HGA16 TAAR1, Fluo-8 calcium fluorescence; vehicle wells 0%, saturating PEA agonist 100%; activation, % at 3 µM; 360,000 compounds, 0.99% hits;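 active means activation above the mean activation of all test compounds in the run plus 3 SD, cut at about 38% in these data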
# Target sequence (Q96RJ0 whole entry, looked up): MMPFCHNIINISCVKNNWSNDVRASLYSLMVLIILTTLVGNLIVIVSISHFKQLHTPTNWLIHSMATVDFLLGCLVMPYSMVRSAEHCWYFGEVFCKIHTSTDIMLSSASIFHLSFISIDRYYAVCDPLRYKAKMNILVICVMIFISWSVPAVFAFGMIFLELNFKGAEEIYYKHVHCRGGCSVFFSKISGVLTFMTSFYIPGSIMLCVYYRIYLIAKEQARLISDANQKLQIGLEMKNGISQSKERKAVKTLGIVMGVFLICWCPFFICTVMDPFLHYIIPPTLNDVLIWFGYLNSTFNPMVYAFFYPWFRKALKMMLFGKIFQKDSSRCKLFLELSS
#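 System: CHO-derived RD-HGA16 cells with stable Gα16 and human TAAR1. Times: 17-24 h plating, Fluo-8 75 min 37 °C, 30 min RT. Measured by: calcium-sensitive Fluo-8 signal, excitation 470-495, emission 515-575 nm. Read-out basis: % activation relative to PEA EC100 response. Control set: DMSO and PEA EC100. Repeats: no replicates (n 1).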
# M1 ag: activates human CHRM1 receptor; P11229; CHO-K1 hM1, Fluo-8 calcium fluorescence, agonist mode; 0% DMSO, 100% acetylcholine EC100; activation, % at 3 µM; 360,000 compounds, 0.33% hits;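 active means activation above the run's mean compound activation plus 3 SD, cut at about 16% in these data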;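 further: peak over basal fluorescence ratio within a 140 s kinetic read after compound addition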
# M1 PAM: positive allosteric modulators of human M1 muscarinic receptor; CHO-K1 hM1, Fluo-8 calcium fluorescence, ACh EC20; 0% = ACh EC20, 100% = maximal ACh; P11229; activation, % at 3 µM; 360,000 compounds, 0.088% hits; AID 588819; in the data active means activation above about 19%, passing the limit was not always enough
# TAAR1 antag: human TAAR1 antagonism; inhibition, % at 3 µM; 360,000 compounds, 1.5% hits; CHO RD-HGA16 TAAR1, Fluo-8 calcium fluorescence, antagonist; Q96RJ0;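 active means inhibition above a per-plate cutoff, the mean inhibition of test compounds on that plate plus 3 SD, cut at about 49% in these data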;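 further: 0% = DMSO plus EC80 beta-PEA response and 100% = DMSO alone without agonist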
#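 Test system – hTAAR1-expressing CHO RD-HGA16 cells, Gα16-coupled · Reagent – β-PEA at EC80 concentration, post-compound challenge · Compound dosing – 3 µM, single point · Timing – 140 s kinetic read after compound, 140 s after agonist · Detection – Fluo-8 intracellular calcium dye fluorescence, real-time kinetic reads · Control set – DMSO and EC80 PEA controls · Repeats – n of 1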
# CHRM1 antagonist: human CHRM1 antagonism; CHO-K1 hM1, Fluo-8 calcium fluorescence, ACh EC80 antagonist; inhibition, % at 3 µM; 360,000 compounds, 1.3% hits; AID 588852;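 active means percent inhibition above its own plate's cutoff, namely the mean of that plate's compound wells plus 3 SD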;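 further: peak over basal fluorescence ratio during 140 s after agonist addition; 0% = ACh EC80 plus DMSO and 100% = DMSO alone without agonist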
# * = called active by the depositor; . = no result given.
# Letters: A = CHO parental Ca; B = OXTR potentiate; C = OXTR ag; D = V1aR counter; E = TAAR1 ag; F = M1 ag; G = M1 PAM; H = TAAR1 antag; I = CHRM1 antagonist
N/C(=N\OC(=O)C12CC3CC(CC(C3)C1)C2)c1ccccc1
  A: -6; B: -2; C: 0.0; D: 0.1; E: 14; F: -1; G: 9; H: -5; I: -13
COc1cccc(CC2(CO)CCN(Cc3ccc(NC(C)=O)cc3)CC2)c1
  A: -19; B: -7; C: -0.5; D: 0.6; E: 2; F: -5; G: -9; H: 3; I: 16
CCN(C(=O)CSc1nc(-c2ccccc2)c(-c2ccccc2)[nH]1)C1CCS(=O)(=O)C1 (stereo not given)
  A: -16; B: -5; C: -1.8; D: -0.7; E: 0; F: -5; G: 8; H: -9; I: -16
Cc1nn(Cc2ccccc2Cl)c(C)c1C(=O)NCC(c1cccs1)N1CCOCC1 (stereo not given)
  A: -7; B: -20; C: -1.0; D: 0.2; E: 1; F: -4; G: 0; H: -1; I: 1
CCc1cccc2c1NC(=O)[C@]21[C@@H]2C(=O)N(Cc3ccccc3)C(=O)[C@@H]2[C@@H]2CCCN21
  A: -24; B: -11; C: -0.9; D: -1.3; E: 12; F: 1; G: 7; H: 24; I: -14
Cc1ccc(-n2nc(CN3CCOCC3)c(-c3ccccc3)c2N)cc1Cl
  A: -27; B: 4; C: -1.8; D: -1.4; E: -1; F: -11; G: 4; H: -12; I: -9
CCOc1ccc2nc(SC3CC(=O)N(c4ccc(C)cc4)C3=O)sc2c1 (stereo not given)
  A: -15; B: -1; C: -2.1; D: -0.5; E: -1; F: -5; G: 4; H: 6; I: 2
COc1ccc2c(c1)C=C(CN1CCC(CO)(CCc3ccccc3)CC1)CO2
  A: -6; B: -4; C: 3.4; D: 1.5; E: 10; F: -15; G: -34; H: 7; I: 19
Cc1ccc(S(=O)(=O)N(Cc2cc3ccccc3[nH]c2=O)CC2CCCO2)cc1 (stereo not given)
  A: -28; B: -4; C: 0.9; D: 3.2; E: 10; F: 0; G: 12; H: 2; I: -2
Cc1ccc2[nH]cc(S(=O)(=O)c3ccc(C)c(C)c3)c(=O)c2c1
  A: -7; B: 1; C: -0.5; D: 0.0; E: 0; F: 5; G: 11; H: 2; I: 4
COc1ccc([C@H]2CC(=O)C=C(c3cccc(OC(F)(F)F)c3)C2)cc1
  A: -17; B: -7; C: -0.4; D: 0.5; E: 8; F: -6; G: -6; H: 30; I: 1
CC(Oc1cccc2cccnc12)C(=O)N/N=C/c1ccc2c(c1)OCO2 (stereo not given)
  A: -10; B: 0; C: -1.4; D: -1.3; E: 0; F: -5; G: 4; H: 10; I: -2
COc1ccc(N=C2NC(=O)/C(=C/c3ccco3)S2)cc1
  A: -21; B: -8; C: -3.1; D: -1.4; E: -3; F: -3; G: 4; H: -44; I: -1
O=C(NCCN1CCc2ccccc2C1)C1CC(=O)N(C2CCCC2)C1 (stereo not given)
  A: -26; B: -6; C: 0.8; D: 0.0; E: 22; F: -11; G: 1; H: -18; I: -4
Cc1ccc(OCCSc2nc3ccccc3n2CC(=O)O)c(C(C)C)c1
  A: -1; B: -4; C: -1.3; D: -0.6; E: 0; F: -8; G: 3; H: -2; I: 3
CC(=O)Nc1ccc(-c2ccnc3c2CC(C(=O)NCCC(F)(F)F)O3)cc1 (stereo not given)
  A: .; B: .; C: .; D: .; E: 4; F: -2; G: 12; H: -20; I: -17
COc1ccc(OCC(=O)N/N=C\c2ccco2)cc1
  A: -9; B: 6; C: 0.3; D: -0.1; E: 4; F: -4; G: -6; H: -35; I: 4
O=C(CSc1ccc(Cl)cc1)OCC(=O)N1CCN(c2ccccc2)CC1
  A: .; B: .; C: .; D: .; E: 0; F: -2; G: 6; H: 0; I: -17
C=CCC(NCc1ccco1)c1ccc(OC)cc1 (stereo not given)
  A: -20; B: -11; C: 0.3; D: 3.7; E: 4; F: -4; G: 4; H: -12; I: -10
CCCN1CCc2c(sc(NC(=O)C3CCN(S(=O)(=O)c4cccs4)CC3)c2C(N)=O)C1
  A: -17; B: -15; C: 0.7; D: 0.9; E: 1; F: -7; G: -23; H: -22; I: 53*
Cc1ccc(-n2c(C)cc(C)c(C#N)c2=O)cc1C
  A: 3; B: -13; C: -0.3; D: -0.5; E: 4; F: -9; G: 5; H: -14; I: -10
COc1ccc(CCNC(=O)COC(=O)/C=C/c2ccc3c(c2)OCO3)cc1OC
  A: -14; B: -12; C: 8.8; D: 8.1; E: 2; F: -1; G: -6; H: 23; I: 0
CN(C)C(=O)c1cc(F)ccc1Sc1cc(Cl)ccc1Cl
  A: -25; B: -13; C: -2.3; D: -2.1; E: -1; F: -7; G: -4; H: 10; I: -1
CCCC(CCC(=O)NC1CCCCC1)C(=O)O (stereo not given)
  A: -4; B: -3; C: 0.6; D: 0.5; E: 10; F: -3; G: 4; H: 9; I: -3
O=C(c1cc2ccccc2o1)N(Cc1nnc(-c2ccccc2Cl)o1)C1CC1
  A: -24; B: -4; C: -1.6; D: 0.0; E: 2; F: -4; G: 5; H: 10; I: -6
CCCN1CCN(C(=O)c2ccc(-c3ccc([N+](=O)[O-])cc3)o2)CC1
  A: -18; B: 5; C: -0.2; D: -1.2; E: 9; F: -8; G: -3; H: 11; I: 1
S=c1[nH]ncn2c1cc1oc3ccccc3c12
  A: 3; B: -6; C: -0.3; D: -0.5; E: 1; F: -4; G: 0; H: -16; I: 0
Nc1ncnc2c1ncn2[C@@H]1O[C@H](CO)C[C@H]1O
  A: -2; B: -5; C: 0.3; D: 1.3; E: 1; F: -2; G: 1; H: -21; I: -19
COC(=O)c1cc(S(=O)(=O)N2CCCCC2C)c[nH]1 (stereo not given)
  A: -8; B: 11*; C: 0.5; D: 0.9; E: 2; F: 3; G: 25; H: -26; I: -24
Cc1ccc(C2CC(=O)Nc3cc4c(cc32)OCO4)o1 (stereo not given)
  A: -15; B: -4; C: 0.1; D: 0.8; E: 4; F: -4; G: 1; H: 16; I: 4
C=CCn1cccc(C(=O)Nc2ccc(F)cc2)c1=O
  A: -12; B: -11; C: 1.6; D: 2.2; E: 3; F: -5; G: 0; H: -9; I: 0
COCCC(=O)N1CCC(Oc2ccc(C(=O)N(C)CCCC3CCCC3)cc2)CC1
  A: 6; B: -7; C: 3.1; D: 8.5; E: 1; F: 4; G: 13; H: -11; I: -11
O=C(N/N=C/c1ccc(N2CCOCC2)cc1)c1ccc(O)cc1
  A: 2; B: -7; C: 1.4; D: 1.9; E: 0; F: -2; G: 5; H: -9; I: -5
COCCNC(=O)C(c1ccc(C)cc1)N(Cc1cccs1)C(=O)CCC(=O)Nc1ccccn1 (stereo not given)
  A: -5; B: -6; C: -0.4; D: 0.3; E: 4; F: -2; G: 2; H: -21; I: -2
CC(=O)Nc1sc(C)c(C)c1C(=O)OCC(=O)Nc1cc(S(=O)(=O)N2CCCCC2)ccc1Cl
  A: -16; B: 2; C: 0.2; D: -0.1; E: -3; F: -3; G: 5; H: 4; I: 3
Cc1ccc(/C=C/C(=O)OCC(=O)N2CC(=O)Nc3ccccc32)o1
  A: 2; B: 2; C: 0.4; D: 0.5; E: 6; F: -5; G: 13; H: -14; I: -3
CC(C)(C)c1cc(CN2CCC(O)CC2)cc(C(C)(C)C)c1O
  A: -4; B: -8; C: -1.4; D: -0.3; E: 15; F: 0; G: 2; H: -14; I: -3
Cc1cc(C)nc(N2CCCC(C(=O)NCCC3=CCCCC3)C2)n1 (stereo not given)
  A: 1; B: -6; C: -0.9; D: -0.2; E: 13; F: -4; G: 6; H: -11; I: -13
CN(C)c1cc2c(c(N(C)C)c1)C(=O)c1ccccc1C2=O
  A: -17; B: -6; C: -2.3; D: -1.4; E: 1; F: -4; G: 1; H: 4; I: 1
Brc1ccc(OCCCOc2cccc3cccnc23)cc1
  A: -16; B: -2; C: -2.5; D: -1.2; E: 0; F: -6; G: 2; H: -3; I: -8
Cc1ccc(OCCC(=O)Nc2ccc(F)c(F)c2)cc1
  A: -13; B: -2; C: -1.6; D: 2.5; E: 1; F: -9; G: -4; H: -3; I: 0
O=C(C[n+]1ccc(CCSc2ccc(F)cc2)cc1)c1ccccc1
  A: -5; B: 3; C: -0.5; D: -0.1; E: .; F: -10; G: -3; H: .; I: -4
Cc1ccc(/C=N/Nc2nc(N3CCOCC3)nc(N3CCOCC3)n2)o1
  A: 2; B: -8; C: 0.0; D: -1.1; E: 3; F: -2; G: 6; H: -12; I: -3
COc1ccc(N2CCN(C(=O)CSc3ncccc3-c3nc4ccccc4[nH]3)CC2)cc1
  A: -22; B: -8; C: 1.4; D: 2.9; E: .; F: -2; G: -6; H: .; I: 16
O=C(O)CSc1nnnn1-c1ccccc1
  A: -7; B: -1; C: 0.3; D: 0.3; E: 15; F: -2; G: -6; H: 3; I: 7
Cc1nnc(SCC(=O)Nc2cc(Cl)ccc2Cl)n1CC1CCCO1 (stereo not given)
  A: -5; B: 2; C: 0.1; D: -0.2; E: 2; F: -3; G: 11; H: -3; I: -16
Cc1ccc(N=C2N=C(N)c3ccccc32)c(C)c1
  A: -1; B: 0; C: -0.8; D: -0.8; E: 2; F: -5; G: 1; H: -9; I: -28
Cc1ccc(Cn2nc(C)c(NC(=O)c3cc(C)no3)c2C)cc1
  A: 7; B: -1; C: 0.3; D: 0.6; E: 0; F: -2; G: -2; H: -8; I: 3

# 3 compounds from above, arranged by molecular weight, low to high:
# Letters: A = CHO parental Ca; B = OXTR potentiate; C = OXTR ag; D = V1aR counter; E = TAAR1 ag; F = M1 ag; G = M1 PAM; H = TAAR1 antag; I = CHRM1 antagonist
C=CCn1cccc(C(=O)Nc2ccc(F)cc2)c1=O
  A: -12; B: -11; C: 1.6; D: 2.2; E: 3; F: -5; G: 0; H: -9; I: 0
Cc1nnc(SCC(=O)Nc2cc(Cl)ccc2Cl)n1CC1CCCO1 (stereo not given)
  A: -5; B: 2; C: 0.1; D: -0.2; E: 2; F: -3; G: 11; H: -3; I: -16
COCCC(=O)N1CCC(Oc2ccc(C(=O)N(C)CCCC3CCCC3)cc2)CC1
  A: 6; B: -7; C: 3.1; D: 8.5; E: 1; F: 4; G: 13; H: -11; I: -11

# Only CHO parental Ca (5 entries from above):
mol	CHO parental Ca
Cc1ccc(/C=N/Nc2nc(N3CCOCC3)nc(N3CCOCC3)n2)o1	2
COc1ccc(N2CCN(C(=O)CSc3ncccc3-c3nc4ccccc4[nH]3)CC2)cc1	-22
O=C(O)CSc1nnnn1-c1ccccc1	-7
Cc1nnc(SCC(=O)Nc2cc(Cl)ccc2Cl)n1CC1CCCO1 (stereo not given)	-5
Cc1ccc(N=C2N=C(N)c3ccccc32)c(C)c1	-1
